# Screens deposited in PubChem by several laboratories.
# NR2E3 ag-1: human photoreceptor-specific nuclear receptor agonism | Q9Y5X4 | CHO-S Gal4-NCOR/VP16-NR2E3 two-hybrid, luciferase | inhibition of corepressor binding, % at 3.98 µM | hit rate 0.35% among 360,000 | AID 602229;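 active = inhibition above the mean of all tested compounds plus 3 SD, cut at about 70% in these data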;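 note: 0% = DMSO with NR2E3 transfected cells and 100% = cells lacking NR2E3 construct; higher means lower luciferase signal from less NR2E3 corepressor binding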
# Target sequence (Q9Y5X4 whole entry, looked up, the tested form may be a part): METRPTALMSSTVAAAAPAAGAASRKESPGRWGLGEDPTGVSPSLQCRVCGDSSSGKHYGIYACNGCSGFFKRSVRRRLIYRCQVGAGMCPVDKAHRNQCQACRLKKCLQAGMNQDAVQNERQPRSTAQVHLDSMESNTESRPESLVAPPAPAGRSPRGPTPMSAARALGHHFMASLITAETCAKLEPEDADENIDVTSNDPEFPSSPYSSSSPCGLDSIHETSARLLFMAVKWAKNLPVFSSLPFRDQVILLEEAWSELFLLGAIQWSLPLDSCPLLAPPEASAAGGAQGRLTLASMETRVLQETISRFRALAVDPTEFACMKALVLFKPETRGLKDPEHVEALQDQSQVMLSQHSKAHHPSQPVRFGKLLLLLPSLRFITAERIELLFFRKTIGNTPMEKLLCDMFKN
# MITF TRPM1 inh: reduces MITF-dependent TRPM1 promoter luciferase signal. SK-MEL-5 TRPM1 promoter luciferase, 24 h. inhibition, % at 12.5 µM. AID 488899. hit rate 0.83% among 330,000;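 active = mean inhibition across replicates of 60% or more, whatever share of single replicates reaches that level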; note: values of inactives mirror those of a sister screen read the other way
# TROY NFkB inh: blocks TROY-dependent signaling in reporter cells. Q293 LMP1-TROYcd NF-kB luciferase reporter, 4 h. inhibition, % at 10 µM. hit rate 0.98% among 360,000;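 active = compounds whose plate-normalised and pattern-corrected inhibition of the luciferase reporter signal at the single screening dose is 50% or more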
# Shn3 3UTR inh: reduces Shn3 3'UTR luciferase signal in osteoblasts; hit rate 0.52% among 360,000; AID 588674; Clone20 osteoblast Shn3 3'UTR firefly luciferase, 24 h; inhibition, % at 12.5 µM;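 active = mean inhibition of at least 75% with every replicate also reaching 75%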;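 note: 0% = median of neutral control wells and 100% = pilot-screen positive control compound; some compounds past the cut are filed as inactive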
# C8 TRAIL sens: caspase-8 TRAIL sensitization; inhibition (viability loss, TRAIL sensitization), % at 10 µM; NB7+C8 cells + TRAIL, ATPlite viability luminescence; hit rate 1% among 360,000;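 active = compounds causing at least 50% loss of cell viability in the single-dose screen, relative to plate controls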
# TWEAK-Fn14 inh: inhibitors of TWEAK-Fn14 interaction signaling. TWEAK-stimulated Fn14 reporter cells, luciferase luminescence, 8 h. inhibition, % at 10 µM. hit rate 2% among 360,000. AID 1159606; in the data active = inhibition above about 50%
# HIF-2a inh: HIF-2a inhibition; 786-0 RCC cells HIF-2a reporter, luciferase luminescence, overnight; inhibition, % at 18.8 µM; hit rate 0.72% among 360,000;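 active = inhibition of the luminescence signal of 40% or more relative to plate controls, in a single-dose primary screen at 18.75 µM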
# CF NFkB inh: cystic fibrosis NF-kB activation inhibition. KKLEB NF-kB-GFP reporter, PAF-induced, GFP fluorescence overnight. inhibition, % at 5 µM. hit rate 0.86% among 360,000;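 active = at least 50% inhibition at 5 µM, scaled per plate between neutral and stimulator controls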;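 note: PAF is a Pseudomonas aeruginosa culture filtrate used as stimulus; plate controls were PAF-stimulated DMSO wells for no effect and unstimulated DMSO wells for full effect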
# Peg3 prom inh: inhibitors of Peg3 promoter; inhibition, % at 20 µM; HeLa PEG-Prom luciferase reporter, luminescence, overnight; hit rate 1.7% among 360,000;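 active = inhibition of at least 50% at 20 µM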
# NR2E3 ag-2: NR2E3 (human) agonism; AID 2300; Q9Y5X4; GST-NR2E3/biotin-RetCOR TR-FRET, 1536-well; hit rate 0.12% among 320,000; inhibition of corepressor binding, % at 4.78 µM;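 active = percent inhibition above the cutoff of mean plus 3 SD of all tested compounds, set per screening campaign, cut at about 20% in these data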;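 note: 0% = DMSO wells and 100% = biotin wells as full block of FRET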
#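 Test system – NR2E3–RetCOR corepressor complex · Quantity – NR2E3 fusion 1.35 nM · Buffer or medium – Tris pH 7.5 · Incubation – Compound–protein incubation for 5 h at 4 °C · Technique – TR-FRET, Eu(K)-anti-GST donor, streptavidin-D2 acceptor, ex 340, em 617/671 nm · Evaluation – percent inhibition of 671/617 nm emission ratio versus biotin and DMSO controls · Plate – 1536-well format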
# KKLEB cytotox: reduces viability of KKLEB cystic fibrosis airway cells; KKLEB CF airway cells viability, ATPlite luminescence, overnight; hits give low values; cells stimulated with P. aeruginosa culture filtrate; activity change (cytotoxicity), % at 5 µM; hit rate 0.36% among 360,000; AID 602141;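 active = corrected activity change at or below -50% at 5 µM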
# An asterisk follows results filed as active; . = not tested or not shown. An excerpt; count on the stated rates, not on these rows.
SMILES,MITF TRPM1 inh,HIF-2a inh,NR2E3 ag-1,NR2E3 ag-2,TWEAK-Fn14 inh,TROY NFkB inh,CF NFkB inh,KKLEB cytotox,C8 TRAIL sens,Peg3 prom inh,Shn3 3UTR inh
c1ccc(CCn2c3ccccc3c3nnc(SCc4ccc5nonc5c4)nc32)cc1,2,-61,-22,0,-14,9,-9,-6,22,23,54
O=[N+]([O-])c1cccc(S(=O)(=O)N/N=C/c2ccc(O)cc2)c1,-1,19,7,0,-6,-18,-2,6,-8,4,3
CC(=O)c1cccc(NC(=O)COc2ccc(S(=O)(=O)N3CCCCC3)cc2)c1,9,16,-14,-3,16,14,6,2,3,20,20
CC(=O)c1cccc(-c2csc(N3CCC(C(N)=O)CC3)n2)c1,-4,-5,31,.,-3,5,13,-15,-1,-6,4
CSc1ccccc1-n1nnnc1SCc1ccccc1,0,-2,16,2,10,-9,6,-1,-3,19,13
O=S(=O)(N/N=C\C=C\c1ccccc1)c1ccccc1,-4,8,-9,3,2,0,0,22,1,10,-16
CCNc1nc(=S)nc(NC(C)C)[nH]1,5,15,-4,1,1,-13,12,4,-10,-4,17
O=C(CCc1nnc(CCCCc2ccccc2)o1)NCCn1cccn1,7,22,11,3,-6,9,2,0,-2,11,3
Cc1cc(C)nc(NNS(=O)(=O)c2c(C)cc(C(C)(C)C)cc2C)n1,3,5,-38,.,16,4,17,-1,6,10,-10
COc1ccc(/C=N/NC(=O)c2cccc(S(=O)(=O)N3CCCC3)c2)cc1O,-4,4,9,3,-10,4,0,-8,12,5,-7
COc1cc(OC)c(OC)cc1CN(C)C(c1ccccc1)c1nnnn1-c1ccccc1C (stereo unspecified),1,27,-9,0,14,5,-9,7,-9,8,5
Cc1ccc(C)c(NC(=O)C(NCC(C)(C)N2CCOCC2)c2ccccc2)c1 (stereo unspecified),15,2,-5,-1,-8,9,6,-8,6,9,3
CCOC(=O)C1=NN(C(C)=O)C2(CC(=O)N(c3ccc(C)c(C)c3)C2=O)C1 (stereo unspecified),-5,12,-2,-4,8,2,1,8,15,10,12
Cc1c(-c2ccccc2)c(-c2ccc(OCCN(C)C)cc2)n2ccccc12,-6,-5,2,.,6,-6,22,-17,-6,-7,-4
COc1ccc(C2SCC(=O)N2Cc2ccccc2)cc1 (stereo unspecified),1,12,-17,1,-4,20,-11,-3,11,13,-5
Cc1cc(=O)[nH]c(N/N=C/C(C)c2ccccc2)n1 (stereo unspecified),-4,7,13,0,-15,3,-19,7,-5,10,-16
O=C(COc1ccccc1Cl)Nc1ccc(N2CCN(C(=O)c3ccccc3)CC2)cc1,5,11,-11,3,32,44,-6,9,34,41,12
N#Cc1c(-c2ccccc2)cc(-c2ccccc2)nc1SCCC(=O)O,-9,18,54,1,-7,4,-7,-2,18,37,1
CCOc1ccc(OCCn2ccnc2)cc1,10,16,-19,3,1,-14,-7,5,-5,9,18
Cc1cc(S(=O)(=O)NC2CCCCC2)ccc1-n1cnnn1,11,12,8,-3,20,10,-9,-4,0,0,10
C#C[C@]1(O)CCC2C3CCC4=Cc5oncc5CC4(C)C3CCC21C (stereo partly specified),25,20,9,2,0,51*,18,23,17,18,8
COc1ccccc1CCC(=O)OCC(=O)N1c2ccccc2NC(=O)C1(C)C,-1,9,-12,3,6,1,4,-4,1,8,-9
CCCCCOC(=O)C1C2C=CC3(CN(c4ccccc4C)C(=O)C13)O2 (stereo unspecified),13,15,23,1,11,-14,0,2,2,-5,-27
NS(=O)(=O)c1ccc(CCNC(=O)C(=O)c2cn(CC(=O)N3CCCC3)c3ccccc23)cc1,14,13,2,0,-3,4,-3,-3,0,3,-22

# A second format for some results above:
# Sequence of screens: MITF TRPM1 inh	HIF-2a inh	NR2E3 ag-1	NR2E3 ag-2	TWEAK-Fn14 inh	TROY NFkB inh	CF NFkB inh	KKLEB cytotox	C8 TRAIL sens	Peg3 prom inh	Shn3 3UTR inh
- C#C[C@]1(O)CCC2C3CCC4=Cc5oncc5CC4(C)C3CCC21C (stereo partly specified)
 : 25	20	9	2	0	51*	18	23	17	18	8
- NS(=O)(=O)c1ccc(CCNC(=O)C(=O)c2cn(CC(=O)N3CCCC3)c3ccccc23)cc1
 : 14	13	2	0	-3	4	-3	-3	0	3	-22

# Continued.
SMILES,MITF TRPM1 inh,HIF-2a inh,NR2E3 ag-1,NR2E3 ag-2,TWEAK-Fn14 inh,TROY NFkB inh,CF NFkB inh,KKLEB cytotox,C8 TRAIL sens,Peg3 prom inh,Shn3 3UTR inh
c1ccc(-c2cc3ncccc3cn2)cc1,-73,-246,-39,-4,-26,-67,-36,18,16,-206,-37
Cc1oc2c(c(C)cc3oc(=O)c(CC(=O)NCCCO)c(C)c32)c1C,-2,5,1,-2,-22,-19,-44,-2,-9,7,6
Cc1cc(C(=O)Nc2c(C)nn(Cc3ccc(F)cc3)c2C)on1,-10,10,13,2,-40,-2,-1,-2,-10,6,6
Cc1cc(C)cc(OCC(O)CN2CCC(CN3C(=O)c4cccc5cccc(c45)C3=O)CC2)c1 (stereo unspecified),71*,8,-6,-2,-14,24,-12,-9,12,75*,73
Cc1cccc(NC(=O)c2cc3c([nH]c4ccccc43)c(C)n2)c1C,-20,-4,-18,-5,-24,-12,-10,-3,-5,2,4
COc1ccccc1N1CCN(/N=C/c2cccc(OC)c2O)CC1,-69,-166,1,1,5,-54,1,10,23,-247,-117
CC(C)c1ccccc1-n1cc[nH]c1=S,4,18,0,-2,12,10,-19,5,-9,12,-8
Clc1cccc(CN2CCCCCC2)c1,12,7,8,-2,2,-10,-19,7,16,10,5
Cn1cc(/C=N/n2cnc3sc4c(c3c2=O)CCCC4)c2ccccc21,2,-31,-35,3,2,0,7,-15,36,2,4
O=c1oc(-c2cccs2)nc2ccc(Cl)cc12,20,-24,-34,2,7,-46,-8,2,2,-22,15
CC(=O)CCc1ccc(OCCCCn2cncn2)cc1,-1,-19,-5,0,-13,-18,-16,0,3,-6,-11
Cc1nc(NC(=O)C2CCCCC2)sc1C,-50,-169,-76,0,-1,-63,11,0,-1,-190,-40
Cn1c(=O)[nH]c(=O)c2c1nc(SCC(O)CO)n2CCCc1ccccc1 (stereo unspecified),-4,15,13,1,-17,-10,2,-4,-9,0,3
Cc1cccc(C)c1NC(=O)CN(C)CC(=O)N1CC(=O)Nc2ccccc21,0,15,23,.,10,8,25,-10,-10,16,-1
Cc1ccc(-n2nc(C)c3c2OC(N)=C(C#N)C3c2cccs2)cc1 (stereo unspecified),16,7,0,0,3,1,-7,3,6,19,9
CCCNC(=O)CC(NS(=O)(=O)c1ccc(NC(C)=O)cc1)C(C)C (stereo unspecified),-3,12,-28,-1,-8,-12,6,14,0,0,-8
COc1ccc(/C(O)=C2/C(=O)C(=O)N(CCCN3CCOCC3)C2c2ccc(N(C)C)cc2)cc1 (stereo unspecified),7,-23,-10,-2,2,-13,-15,-5,-3,-5,-15
COc1ccc(C(=O)C[n+]2cc(Br)cc3ccccc32)cc1[N+](=O)[O-],15,12,-26,2,12,14,-10,-22,-8,-1,4
O=C(CCNC(=O)c1ccc([N+](=O)[O-])cc1)Nc1ccccc1N1CCOCC1,-2,9,-3,1,-40,-6,9,-17,-3,4,6
COc1cc(/C=N\NC(=O)c2cccnc2)ccc1OC(=O)c1ccccc1Cl,-8,-18,11,4,17,28,-34,4,-12,0,-9
Cc1ccc(NC(c2ccccc2)c2nc3ccccc3[nH]c2=O)cc1 (stereo unspecified),10,11,-16,1,-17,-23,4,0,-17,14,.
COc1ccc(CCNC(=O)C23CCC(C)(C(=O)C2=O)C3(C)C)cc1OC (stereo unspecified),-3,13,-19,-2,-13,-5,-1,11,0,4,20
CCOC(=O)/C(=C/c1c2ccccc2cc2ccccc12)NC(=O)c1ccccc1,1,2,-30,0,4,-16,4,3,-9,7,17
COc1ccc2nc3oc(C(=O)Nc4ccc(OC)c(OC)c4)cc3cc2c1,-3,-2,6,0,-1,-6,6,-7,16,1,2
CCOc1ccc(C(=O)c2ccncc2)cc1,-16,-39,-7,6,-20,-6,6,-5,-7,4,-13
Fc1ccc(-c2nnc(N3CCOCC3)c3ccccc23)cc1F,14,10,-26,0,45,6,10,4,-7,9,4
Cc1nn(C)c(C)c1NC(=O)CC12CC3CC(CC(C3)C1)C2,-8,13,0,-2,-1,-18,10,-6,-5,-8,27
CCc1ccccc1NC(=O)C1CCCN(S(=O)(=O)c2ccc3c(c2)CC(C)N3C(C)=O)C1 (stereo unspecified),10,5,-11,2,-19,10,1,-2,-6,17,12
C#Cc1cccc(Nc2nc(NCc3ccccc3OC)nc3ccsc23)c1,.,-92,68,.,74*,40,39,-31,46*,33,75
NC(=O)c1ccc(NC(=O)CN2C(=O)NC(c3ccccc3)(c3ccccc3)C2=O)cc1,-12,15,-24,3,-30,-1,-15,-3,-8,-22,6
OCCNCc1ccc(OCc2ccc(Cl)cc2Cl)cc1,-23,-74,-19,2,-22,-67,-8,3,12,-41,-28
CC(OC(=O)/C(C#N)=C/c1ccc(N(C)C)cc1)C(=O)N(C)c1ccccc1 (stereo unspecified),-10,-54,9,1,5,13,-30,-5,-9,-22,1
COc1cccc(C(=O)N2CCN(C3CCN(Cc4ccccc4)CC3)CC2)c1OC,-1,8,9,-1,-10,21,-3,8,2,0,.
CCSc1nnc(N2C(=O)CC(c3ccsc3)C3=C2CC(C)(C)CC3=O)s1 (stereo unspecified),-1,14,-23,3,-1,-3,7,-3,-6,0,1
CC(=O)N(CCc1ccccc1)Cc1cc2cc(C)ccc2[nH]c1=O,5,18,-7,-1,1,16,-6,-2,19,18,8
CCOC(=O)c1c(C)oc2ccc(OS(C)(=O)=O)cc12,-3,-11,9,4,-1,-4,-13,10,-7,-33,-7
O=C(NCc1ccccc1Cl)c1cnccc1C(F)(F)F,-1,10,11,-4,-15,-22,-12,1,3,16,10
COc1ccc(-c2cc(=O)oc3c(C)c(O)ccc23)cc1,-9,17,-33,1,72*,61*,83*,15,17,40,-5
CC(C)=C1C(=O)NN(c2ccc(C)c(Cl)c2)C1=O,4,5,-10,4,10,19,10,-7,20,11,-35
Cc1ccccc1-c1nc(CS(=O)(=O)CC(=O)N2CCN(C)CC2)c(C)o1,11,13,-8,-1,-5,5,10,-8,0,-10,-7
COc1ccc(Cl)cc1NS(=O)(=O)c1cc(Br)cnc1N,0,0,-4,2,14,-1,-4,-15,-5,-3,3
CCC(=O)Nc1cccc(NC(=O)CSc2nnnn2C2CCCC2)c1,7,13,11,3,10,-14,-9,10,-25,-3,13
